Compound activity from PubChem.
GalR3 antag = antagonists of human GalR3; inhibition, % at 3 µM; HEK293 GalR3-CNG cAMP membrane potential fluorescence; galR3 body fused to GalR1 C-terminus; O60755; hit rate 0.44% among 360,000;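 active = inhibition above the screen-wide average plus 3 SD, cut at about 13% in these data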;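 note: forskolin and galanin both at EC90 stimulate the cells; cAMP rise reported by CNG channel membrane potential dye signal; 0% = forskolin plus galanin with DMSO and 100% = forskolin alone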
IDE cell activ = IDE (human) activation, cell-based | P14735 | HEK cells, FAbeta-B cleavage, fluorescence polarization; 0% vehicle, 100% cell-free pure enzyme wells | activation, % at 5.96 µM | hit rate 0.073% among 340,000 | AID 493087;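 active = activation above the mean of all tested compounds plus 3 SD, set per screening campaign, cut at about 17% in these data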
Target sequence (P14735 whole entry, looked up): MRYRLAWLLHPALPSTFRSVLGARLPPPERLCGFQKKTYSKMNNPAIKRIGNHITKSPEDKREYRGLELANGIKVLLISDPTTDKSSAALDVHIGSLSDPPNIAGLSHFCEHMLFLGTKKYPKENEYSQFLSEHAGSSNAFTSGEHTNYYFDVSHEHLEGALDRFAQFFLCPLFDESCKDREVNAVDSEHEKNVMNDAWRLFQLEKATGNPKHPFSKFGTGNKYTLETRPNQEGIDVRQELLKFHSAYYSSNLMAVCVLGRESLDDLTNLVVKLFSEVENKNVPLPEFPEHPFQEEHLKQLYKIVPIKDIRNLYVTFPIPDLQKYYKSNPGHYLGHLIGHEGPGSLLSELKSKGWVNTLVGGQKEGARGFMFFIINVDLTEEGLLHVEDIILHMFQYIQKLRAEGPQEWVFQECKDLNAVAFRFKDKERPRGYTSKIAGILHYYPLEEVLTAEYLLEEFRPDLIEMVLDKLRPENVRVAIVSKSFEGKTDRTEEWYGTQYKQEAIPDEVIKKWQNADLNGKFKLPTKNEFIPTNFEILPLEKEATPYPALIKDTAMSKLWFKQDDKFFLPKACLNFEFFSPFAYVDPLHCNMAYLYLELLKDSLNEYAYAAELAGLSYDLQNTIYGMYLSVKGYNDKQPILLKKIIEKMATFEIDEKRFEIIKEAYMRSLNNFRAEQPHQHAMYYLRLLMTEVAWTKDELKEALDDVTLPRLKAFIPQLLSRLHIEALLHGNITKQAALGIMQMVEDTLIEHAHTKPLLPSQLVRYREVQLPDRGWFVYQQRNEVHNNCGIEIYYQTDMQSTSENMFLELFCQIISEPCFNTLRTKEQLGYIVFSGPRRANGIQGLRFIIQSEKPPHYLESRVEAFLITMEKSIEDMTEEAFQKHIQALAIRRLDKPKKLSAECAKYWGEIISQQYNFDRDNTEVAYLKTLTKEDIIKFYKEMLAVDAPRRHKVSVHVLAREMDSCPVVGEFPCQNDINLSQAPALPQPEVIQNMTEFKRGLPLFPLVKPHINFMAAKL
HCV NS3 hel inh = inhibitors of Hepatitis C virus NS3 helicase; NS3 helicase DNA unwinding, Cy5 molecular beacon fluorescence; inhibition, % at 10.9 µM; hit rate 0.56% among 290,000; AID 1800;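 active = inhibition above the mean of all tested compounds plus 3 SD, set per campaign, cut at about 35% in these data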;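 note: 0% = DMSO wells and 100% = thioflavine S control wells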
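Measured by: Cy5 fluorescence, 0 and 60 min reads / Assay system: NS3 helicase fragment of HCV / Control set: low DMSO, high thioflavine S at 110 µM / Times: 1 h reaction at 25 °C, ATP-initiated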
VIM-2 inhibitor = blocks Pseudomonas aeruginosa VIM-2 metallo-beta-lactamase. purified VIM-2, nitrocefin hydrolysis, epi-absorbance fluorescence. inhibition, % at 5.6 µM. hit rate 0.89% among 290,000. AID 1527;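 active = inhibition above the mean of all tested compounds plus 3 SD, cutoff set per screening run, cut at about 7.5% in these data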;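 note: red hydrolysis product quenches plate fluorescence so inhibitors raise well fluorescence; 0% = enzyme with DMSO and 100% = DMSO without enzyme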
SUMO HTRF inh = SUMOylation inhibition; P63279; inhibition, % at 35 µM; AID 2006; HTRF SUMOylation assay, SAE1/SAE2 + UBC9, in vitro; hit rate 0.36% among 290,000; in the data active = inhibition above about 50%, passing the limit was not always enough; note: strong numbers were not always called active
IDE inh = inhibits human insulin-degrading enzyme in HEK cells | P14735 | FAbetaB cleavage, fluorescence polarization | inhibition, % at 5.59 µM | hit rate 0.41% among 320,000 | AID 434962;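 active = percent inhibition above the average of all tested compounds plus 3 SD, set per screening campaign, cut at about 16% in these data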;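 note: IDE supplied by intact live HEK cells; FP after avidin binding of uncleaved biotin substrate so inhibition keeps polarization high; 0% = DMSO wells and 100% = 60 µM reference IDE inhibitor Ii1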
CRFR2-BP antag = CRF-BP/CRF-R2 complex antagonism. HEK293 CRF-R2/CRF-BP, CRF-induced calcium fluorescence. inhibition, % at 11.8 µM. hit rate 0.59% among 350,000;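 active = inhibition of the ligand-induced calcium signal above about 50% at the single tested concentration, limit read from the data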
IMP-1 inh = blocks Pseudomonas aeruginosa IMP-1 metallo-beta-lactamase | AID 1556 | inhibition, % at 5.6 µM | purified IMP-1, nitrocefin hydrolysis, epi-absorbance fluorescence | hit rate 0.45% among 290,000;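 active = inhibition above the mean plus 3 SD of all compounds in the same screening run, cut at about 4.5% in these data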;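 note: 0% = IMP-1 with DMSO and 100% = DMSO wells lacking enzyme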
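System: Purified recombinant IMP-1 metallo-beta-lactamase enzyme | Measured by: Fluorescence quenching readout, ex 480/em 530 nm | Replication: Singlicate | Incubation: 15 min preincubation plus 25 min reaction at 25 °C | Evaluation: Percent inhibition from optical density relative to buffer-blank wells | Benchmarks: DMSO with and without IMP-1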
p-CIP stab down = p/CIP protein destabilization | Q05BA5 | F442A p/CIP-EGFP cells, EGFP fluorescence, 16 h | decrease of EGFP signal, % at 10 µM | hit rate 0.01% among 290,000;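 active = EGFP signal decrease of at least 30% at 10 µM or well 3 SD below plate mean, unless failing retest; inactive = the rest, including hits failing retest or dose response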; note: some compounds called inactive have numbers as strong as hits; many of its hits are not listed in these tables
* marks the source's active call; other numbers are inactive results; . = no result given.

GalR3 antag,IDE cell activ,HCV NS3 hel inh,VIM-2 inhibitor,SUMO HTRF inh,IDE inh,CRFR2-BP antag,IMP-1 inh,p-CIP stab down,compound
-8,-1,29,0.7,71*,5,-24,3.0,-8,COc1ccc2nc(-c3ccco3)c(-c3ccco3)nc2c1
-8,2,.,.,.,5,-8,.,.,Nc1ncccc1C(=O)OCC(=O)NC1CCCCCC1
2,-3,-29,-2.8,18,1,7,-2.1,-2,CCc1cc(C(=O)OC)c(NC(=O)CCCC(=O)O)s1
0,3,9,-4.1,7,0,-15,-4.5,-10,O=C1Nc2ccccc2C12OCCO2
-4,6,3,-2.1,1,5,-9,-2.1,-3,C/C(=N\O)c1ccc(N2C(=O)C3CC=C(Cl)CC3C2=O)cc1 (stereo unspecified)
.,5,5,0.0,-12,5,18,-1.6,-1,CC1(C)CC(=O)C(C(C2=C(O)CC(C)(C)CC2=O)c2cccs2)C(=O)C1 (stereo unspecified)
-2,4,.,.,.,0,4,.,.,Cc1cnc(C(=O)OCC(=O)Nc2sc3c(c2C(N)=O)CCCC3)cn1
-1,9,-10,-0.6,-9,2,-3,-2.7,2,O=C(CNCc1ccco1)Nc1ccc(N2CCCCCC2)cc1
1,4,-7,-3.1,7,.,11,-1.2,2,CCCCn1c(-c2ccc(Cl)cc2)nc2c(=O)n(C)c(=O)[nH]c21
-1,-5,9,-1.1,13,-4,0,-0.7,5,CC(=O)N(C(C)=O)c1nc(-c2ccccc2)cn1/N=C/c1cccc([N+](=O)[O-])c1
-5,1,1,0.2,30,-1,-11,0.2,-2,CC(C)c1ccc(/C=C/c2ccc(=O)n(C)n2)cc1
-5,0,-15,-3.1,6,-5,4,-3.6,-12,COc1ccc(S(=O)(=O)N2CCC(O)(c3ccc(Cl)cc3)CC2)cc1
-12,6,12,-0.8,12,2,9,-2.5,-4,CNC(=O)c1cnn(-c2nc(-c3ccc(OC)cc3)cs2)c1C(F)(F)F
-1,5,6,-2.1,-3,0,-29,-2.6,1,CCCCOc1ccc(NC(=O)Nc2nnc(C)s2)cc1
-4,2,4,-6.8,12,-1,8,-3.4,-4,O=C(Cn1nc(-c2cccc([N+](=O)[O-])c2)c2ccccc2c1=O)Nc1cccnc1
.,5,31,10*,8,-6,.,35*,4,CC(C)n1cc(/C=N/Nc2ccc(Cl)c(C(=O)O)c2)c2ccccc21
-10,-2,4,-1.9,0,-7,11,-1.0,-3,Cc1ccccc1C(=O)OC1OC(=O)C(Cl)=C1N1CCOCC1 (stereo unspecified)
0,2,-3,-0.7,-3,-1,-17,-0.4,-19,O=C1Nc2ccccc2C(O)(C(=O)NCc2ccc3c(c2)OCO3)N1c1ccc(Cl)c(Cl)c1 (stereo unspecified)
-9,2,10,-1.9,6,2,-11,1.5,-16,COc1ccc(CCNC(=O)/C=C/c2ccc3ccccc3n2)cc1OC
-4,1,5,-5.9,6,3,1,-2.8,-10,O=C(CCCOc1ccccc1)N1CCN(C(=O)c2ccco2)CC1
-1,5,1,-1.3,10,4,-1,-0.8,-5,C/C(N)=C(/C#N)C(=O)CN1CCCCC1
-3,0,0,-2.5,-31,2,11,-1.0,-4,Cc1ccc(CS(=O)(=O)CCC(=O)NC2CC2)cc1
3,4,5,-0.6,3,4,-1,-3.6,3,CCc1ccc(-c2nc(CS(=O)CC(=O)NCc3ccccc3)c(C)o2)cc1 (stereo unspecified)
-8,7,-48,-0.9,8,4,-9,-0.4,12,COc1ccc(CNC(=O)C2CCCN(Cc3nc(-c4cccc(C)c4)oc3C)C2)cc1 (stereo unspecified)
-5,1,.,.,.,0,-7,.,.,O=C(COC(=O)c1ccc(O)cc1O)c1ccc(Cl)cc1
-5,-4,3,-1.5,-19,3,-76,-0.9,-6,C=CCN(CC=C)CCCOc1ccc(Br)cc1Cl
0,-1,3,-1.2,17,-2,-57,-1.3,-1,CCCSc1nc2c(c(=O)n(C)c(=O)n2C)n1Cc1ccc(C)cc1
3,0,7,-1.6,19,7,-3,-4.2,-3,CSc1nc2nc3c(cc2c(=O)n1-c1ccc(C)cc1)COC(C)(C)C3
-3,-1,-4,-5.4,35,-7,-4,-2.3,-13,Cc1cccc(NC(=O)C2CC(O)CN2C(=O)OCc2ccccc2)c1 (stereo unspecified)
.,0,-6,-2.0,8,-3,14,-2.1,-8,COc1ccc(C2=NS(=O)(=O)N(C)C(C(=O)N3CCCCC3)=C2)cc1OC

Part of the list above, tab-delimited.
Molecule	GalR3 antag	IDE cell activ	HCV NS3 hel inh	VIM-2 inhibitor	SUMO HTRF inh	IDE inh	CRFR2-BP antag	IMP-1 inh	p-CIP stab down
O=C(CCCOc1ccccc1)N1CCN(C(=O)c2ccco2)CC1	-4	1	5	-5.9	6	3	1	-2.8	-10
C/C(N)=C(/C#N)C(=O)CN1CCCCC1	-1	5	1	-1.3	10	4	-1	-0.8	-5
Cc1ccc(CS(=O)(=O)CCC(=O)NC2CC2)cc1	-3	0	0	-2.5	-31	2	11	-1.0	-4
CCc1ccc(-c2nc(CS(=O)CC(=O)NCc3ccccc3)c(C)o2)cc1 (stereo unspecified)	3	4	5	-0.6	3	4	-1	-3.6	3
COc1ccc(CNC(=O)C2CCCN(Cc3nc(-c4cccc(C)c4)oc3C)C2)cc1 (stereo unspecified)	-8	7	-48	-0.9	8	4	-9	-0.4	12
O=C(COC(=O)c1ccc(O)cc1O)c1ccc(Cl)cc1	-5	1	.	.	.	0	-7	.	.
C=CCN(CC=C)CCCOc1ccc(Br)cc1Cl	-5	-4	3	-1.5	-19	3	-76	-0.9	-6
CCCSc1nc2c(c(=O)n(C)c(=O)n2C)n1Cc1ccc(C)cc1	0	-1	3	-1.2	17	-2	-57	-1.3	-1
CSc1nc2nc3c(cc2c(=O)n1-c1ccc(C)cc1)COC(C)(C)C3	3	0	7	-1.6	19	7	-3	-4.2	-3
Cc1cccc(NC(=O)C2CC(O)CN2C(=O)OCc2ccccc2)c1 (stereo unspecified)	-3	-1	-4	-5.4	35	-7	-4	-2.3	-13
COc1ccc(C2=NS(=O)(=O)N(C)C(C(=O)N3CCCCC3)=C2)cc1OC	.	0	-6	-2.0	8	-3	14	-2.1	-8

Additional entries
GalR3 antag,IDE cell activ,HCV NS3 hel inh,VIM-2 inhibitor,SUMO HTRF inh,IDE inh,CRFR2-BP antag,IMP-1 inh,p-CIP stab down,compound
.,-3,36,-1.2,9,-4,5,-2.7,-5,CC(=O)C1=C(O)C(=O)N(c2cc(C(C)(C)C)on2)C1c1ccc(C(C)C)cc1 (stereo unspecified)
-4,0,.,.,.,-6,-6,.,.,O=C(NCC(c1cccs1)N1CCOCC1)c1cn(-c2ccccc2)nc1-c1ccc(Cl)cc1 (stereo unspecified)
2,2,2,-0.2,5,4,2,-2.2,5,CCOC(=O)CN1N=C(/C=C/c2ccc(OCC)cc2)CCC1=O
-4,3,.,.,.,3,2,.,.,CC1C(=O)N2CCCc3cc(NC(=O)c4ccccc4C(F)(F)F)cc1c32 (stereo unspecified)
-2,6,.,.,.,7,-2,.,.,O=[N+]([O-])c1ccc(C[n+]2ccccc2)cc1
-1,5,15,-3.0,10,1,9,-0.1,-3,COC(=O)C1=C(C)NC(C)=C(C(=O)OC)C1c1ccc(-c2cc(Cl)ccc2Cl)o1
-6,2,-1,-2.1,2,5,-29,3.6,-10,Cc1cc(C(=O)Nc2nnc(-c3ccccc3)s2)no1
-6,-2,-4,-2.6,-8,10,-3,-4.6,-3,N#CC1=C(N)Oc2n[nH]c(-c3ccccn3)c2C1c1c(F)cccc1Cl (stereo unspecified)
-5,2,-9,-3.5,-27,-1,7,-2.2,-1,C/C(=N\OCC(=O)Nc1cc(C)cc(C)c1)c1ccc2c(c1)OCCO2
-1,1,3,-0.4,3,1,-39,0.8,-4,CCCC(=O)Nc1cccc(-c2nc3ccccc3o2)c1
-2,-5,-1,-2.0,1,-3,17,-3.4,-18,Cc1nn(C)c(C)c1CN(Cc1nc(-c2ccc(F)cc2F)oc1C)C1CC1
0,5,6,-0.1,-4,0,2,-1.8,4,CN(CC(=O)Nc1cccnc1)S(=O)(=O)c1ccc(Br)cc1
-4,3,-8,0.7,24,4,-18,-1.4,-17,COc1cccc(Nc2nnc(SCC(=O)N3CC(=O)Nc4ccccc43)s2)c1
-10,1,-6,-0.3,5,-4,14,-3.5,-3,Cc1ccc2[nH]c(CNC(=O)c3ccccc3F)cc2c1
-1,-6,-5,-2.7,8,-1,-15,-3.9,-8,COc1ccc(C)cc1NC(=O)c1cc2ccccc2cc1OCC(=O)NCc1ccco1
1,-3,-2,-2.4,15,-11,-5,-1.6,-4,Cc1cc(=O)oc2cc(NC(=O)C3CCCC3)ccc12
-4,4,-6,-1.1,-8,3,5,-2.8,-1,CCNc1nc(-c2cc3ccccc3o2)cs1
-5,-5,-6,1.1,-10,2,9,-1.1,-11,COc1ccc(-c2noc(-c3ccccc3C(=O)Nc3cccnc3)n2)cc1OC
6,8,-5,-1.2,11,7,1,-2.2,-2,COc1ccc(CNC(=O)CCCn2nc(C)c([N+](=O)[O-])c2C)cc1OC
0,6,1,0.0,-5,3,-1,-3.2,0,COCCCNC(=S)N1CCN(Cc2ccc3c(c2)OCO3)CC1
-2,3,-3,-2.6,-2,3,-3,-3.4,-12,COCC(=O)N/N=C(\C)CC(=O)Nc1ccccc1C(N)=O
-3,4,1,-3.8,-7,1,1,-1.2,2,CCOC(=O)c1nnn(-c2ccccc2)c1C
-7,4,.,.,.,-4,1,.,.,CCN(CC)S(=O)(=O)c1ccc(C)c(NC(=O)CNc2cccc(S(=O)(=O)N3CCOCC3)c2)c1
-9,-1,-5,-5.1,19,7,-23,-2.5,26,CCS(=O)(=O)N1CCN(S(=O)(=O)c2ccccc2[N+](=O)[O-])CC1
2,3,19,-0.3,16,0,16,0.5,5,CCn1c(SCC(=O)C(C)(C)C)nnc1-c1ccccn1
1,-5,3,-4.0,4,0,4,-3.9,-5,Cn1cccc1Cc1nnc(SCC(=O)N2CCc3ccccc32)n1CCc1ccccc1
-11,4,4,-1.3,10,-1,-6,-0.1,1,COc1ccc(NS(=O)(=O)c2ccc(O)c(NC(=O)c3ccc(S(=O)(=O)N4CCCCCC4)cc3)c2)cc1
-5,3,1,-3.1,-6,0,17,-3.4,-1,Cc1nc2cc(NC(=O)NC(C)(C)C)ccc2n1C
.,.,5,-1.0,-4,.,.,-3.8,-14,Cn1c(=O)oc2cc(S(=O)(=O)N3CCCC(C(=O)N4CC=C(c5ccccc5)CC4)C3)ccc21 (stereo unspecified)
-6,10,14,-2.2,-8,1,2,-3.1,-3,COc1ccccc1NC(=O)C[n+]1ccccc1
-3,9,5,-1.7,-22,3,-41,-3.5,4,CCOc1cc(N2CCOCC2)c(OCC)cc1NC(=O)Cc1cccc2ccccc12
-6,5,-8,-2.2,13,2,-24,-2.5,1,O=C(COC(=O)c1ccc(S(=O)(=O)NCc2ccco2)cc1)NC1CCCCC1
